# Screens: PubChem BioAssay, Broad Institute
# PAX8 inh HTS – lowers PAX8-driven luciferase in RMG-I cells; RMG-I TPO-luciferase reporter, SteadyGlo, 24 h; 360,000 tested, 1.2% active; inhibition, % at 12.6 µM;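 active = mean replicate inhibition at least 60% with every replicate also reaching 60%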;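 note: luciferase light reporting Pax8 driven TPO promoter activity; plate controls were median of neutral control wells for no effect and mitoxantrone controls for full effect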
# FN deposition inh – fibronectin deposition inhibition | AH1F fibroblasts, Alexa488-fibronectin deposition fluorescence, overnight | 350,000 tested, 0.086% active | inhibition, % at 12.6 µM;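 active = mean inhibition across replicates of 30% or more, regardless of how many single replicates reach that level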;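 note: positive control wells lacked labelled fibronectin entirely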
#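 Measured by – fluorescence 485/525 nm · System – AH1F fibroblast monolayer, labelled fibronectin deposition · Amount – 10000 cells per well · Buffer or medium – serum-reduced DMEM (2% serum) · Doses – single dose, pinned · Also added – fluorescent fibronectin at 24 nM final · Schedule – 1 h cell attachment, overnight exposure to compound and label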
# PGC1a acetyl inh – PGC1a acetylation modulation, inhibitor mode; U2OS PGC1a acetylation, AlphaScreen anti-acetyl-lysine; with virally co-expressed GCN5 acetyltransferase; inhibition, % at 15.6 µM; 350,000 tested, 0.17% active; AID 651687;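 active = every replicate shows inhibition of at least 40%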;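 note: 0% = neutral control wells and 100% = positive control wells; some results beyond the cut were filed as inactive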
# EWS-Fli inh – blocks EWS/Fli oncoprotein-driven transcription; inhibition, % at 12.6 µM; AID 651661; 350,000 tested, 0.67% active; A673 NR0B1-luciferase reporter, viability-normalised;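 active = mean inhibition of at least 50% after viability correction, with every replicate also passing that limit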;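 note: firefly luciferase signal divided by Alamar Blue viability fluorescence both relative to DMSO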
# Cneo AK release – Cryptococcus neoformans lysis via adenylate kinase release; 360,000 tested, 0.2% active; lysis activity, % at 15 µM; C. neoformans lysis, adenylate kinase release luminescence, 4 h; normalised: neutral wells 0, clomiphene wells 100; AID 651654;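 active = mean lysis activity across replicates of at least 80%, whatever share of replicates individually reach that level; inactive = mean lysis activity below 80%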
#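 Assay system: C. neoformans cells. Amount: yeast cell density of 5 × 10^6 cells/mL. Technique: AK luminescence. Buffer or medium: YPD. Times: static 4 h at 37 °C with compound, 1 h detection. Dosing: single-point compound dose. Read-out: lysis from increased AK signal.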
# LGR2 antag – blocks bursicon-induced cAMP signaling via Drosophila LGR2; HEK293 LGR2, CRE-luciferase, bursicon-stimulated, 4 h; inhibition, % at 9.99 µM; 380,000 tested, 0.35% active; AID 720647;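 active = drop in luminescence signal, shown as inhibition above about 50% in the replicate tests, limit read from the data, passing the limit was not always enough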;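 note: agonist challenge used bursicon conditioned medium at about half maximal strength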
# CASP6 VEID inh – caspase-6 (human) enzyme inhibition. purified caspase-6, Z-VEID-R110 cleavage fluorescence. 350,000 tested, 0.53% active. inhibition, % at 12.5 µM. AID 686996;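 active = mean inhibition across replicates at least about 35%, with every replicate also reaching that limit, limit read from the data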;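 note: 0% = median of neutral control wells and 100% = no fluorescence left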
# Target sequence (P55212 24-179 limits assumed): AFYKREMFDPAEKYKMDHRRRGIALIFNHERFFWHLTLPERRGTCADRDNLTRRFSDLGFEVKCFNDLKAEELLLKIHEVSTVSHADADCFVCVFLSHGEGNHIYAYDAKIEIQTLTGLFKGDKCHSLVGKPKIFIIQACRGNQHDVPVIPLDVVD
# Target sequence (P55212 194-293 limits assumed): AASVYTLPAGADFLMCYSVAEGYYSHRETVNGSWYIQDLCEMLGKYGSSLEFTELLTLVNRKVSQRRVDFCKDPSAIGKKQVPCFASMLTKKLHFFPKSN
# miR-122 sensor – miR-122 inhibition in Huh7 cells | Huh7 miR-122 Renilla luciferase sensor, 48 h; neutral wells = 0, positive control = 100 | 340,000 tested, 0.3% active | AID 602342 | activation (reporter increase), % at 12.5 µM;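 active = mean replicate activation score at least 90 and every replicate individually at or above 90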;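 note: higher luciferase means less miR-122 activity so hits act as miR-122 inhibitors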
# * marks the source's active call; other numbers are inactive results; · = not tested or not shown; & = joins results of further samples; [ ] = another dose, or the depositor's remark.
[1] Cc1ccc(Nc2nc(N)c([N+](=O)[O-])c(N3CCOCC3)n2)cc1C
[2] O=C(COC(=O)/C=C/C(=O)OCC(=O)Nc1ccccc1F)Nc1ccccc1F
[3] Cn1c2cc(Br)sc2c2cnn(Cc3c(F)cccc3Cl)c(=O)c21
[4] O=C(C[C@@H]1CC[C@@H]2[C@H](COC[C@@H](O)CN2C(=O)c2cnccn2)O1)NCc1ccc(Oc2ccccc2)cc1
[5] C=COCCNC(=S)Nc1cccc(Cl)c1
[6] CCc1ccc(NC(=O)CCc2c(C)nn(-c3ccc(N4CCOCC4)nn3)c2C)cc1
[7] S=c1[nH]nc(COc2ccccc2)n1/N=C/c1ccc(Cl)c(Cl)c1
[8] Cc1cc(C)n2nc(C(=O)OCC(=O)c3c[nH]c4ccccc34)nc2n1

Assay by compound,1,2,3,4,5,6,7,8
PAX8 inh HTS,21,7,5,·,9,-48,5,18
FN deposition inh,3,24,13,0,3,-7,-3,0
PGC1a acetyl inh,·,-5,-7,3,7,-4,4,·
EWS-Fli inh,10,15,14,·,-4,·,7,11
Cneo AK release,-2,·,1,0,·,-15,0,·
LGR2 antag,-1,23,23,-2,5,-13,-5,·
CASP6 VEID inh,1,1,1,2,2,1,3,2
miR-122 sensor,27,·,56,1[16.7 µM],·,·,0,·

[9] C[C@H]1CN([C@@H](C)CO)C(=O)c2cccc(NC(=O)Nc3ccccc3)c2O[C@@H]1CN(C)Cc1ccccc1
[10] C[C@H]1CCC(=O)N([C@H](CSc2ccc(Br)cc2)Cc2ccccc2)CC1
[11] C[C@@H]1CCCCO[C@@H](CN(C)C(=O)CCC(F)(F)F)[C@H](C)CN([C@@H](C)CO)C(=O)c2cc(N(C)C)ccc2O1
[12] COc1c(OC2OC(C(=O)O)C(O)C(O)C2O)cc(O)c2c(=O)cc(-c3ccccc3)oc12 (configuration not stated)
[13] Cc1csc(C(=O)O)c1-n1cccc1
[14] COc1ccc2c(C)cc(=O)sc2c1
[15] CCOc1ccc(-c2cc(CCCC(=O)N3CCN(c4ccc(OC)cc4)CC3)no2)cc1
[16] CCc1ccc2c(c1)NC(=O)C2(C)Cc1ccccc1C#N (configuration not stated)

Assay by compound,9,10,11,12,13,14,15,16
PAX8 inh HTS,-9,4,2,-20,0,-31,-9,5
FN deposition inh,·,17,·,-2,1,-8,-7,5
PGC1a acetyl inh,7,-1,12,5,0,·,·,-8
EWS-Fli inh,-13,16,0,-2,·,3,60*,4
Cneo AK release,·,-4,-4,3,0,1,-3,4
LGR2 antag,7,10,26,-11,·,-34,-24,·
CASP6 VEID inh,·,-4,-5,3,·,3,1,-6
miR-122 sensor,5[16.7 µM],5,-2[16.7 µM],2,-3,-9,·,-1

[17] C=CCn1c(SCC(=O)Nc2ncc(Cc3cc(C(F)(F)F)ccc3Cl)s2)nnc1-c1ccncc1
[18] COc1ccccc1CNC(=O)C[C@H]1CC[C@H](NC(=O)CN(C)C)[C@@H](CO)O1
[19] COc1ccc(OC)c2c1nc1n2CCS1
[20] Cc1ccc(CNCCCn2cnc(C(=O)Nc3ccc(C)c(C)c3)n2)o1
[21] Cc1ccc(S(=O)(=O)Nc2ccc3c(c2)CC(=O)N([C@@H](C)CO)C[C@H](C)[C@@H](CN(C)S(=O)(=O)c2ccccc2)O3)cc1
[22] O=C(NC1CCN(Cc2ccccc2)CC1)C12CC3CC(CC(C3)C1)C2
[23] CC(C)(C)OC(=O)N(Cc1ccccc1)Cc1ccccc1OCc1cccc(NC(=O)C2CCC2)c1
[24] COc1ccc(S(=O)(=O)N2CCC(C(=O)Nc3c(F)cccc3F)CC2)cc1

Assay by compound,17,18,19,20,21,22,23,24
PAX8 inh HTS,·,-12,-6,4,-3,-11,20,11
FN deposition inh,·,·,1,-8,0,7,6,-1
PGC1a acetyl inh,11,-4,·,-2,-17,2,-20,-18
EWS-Fli inh,·,5,·,0,-6,·,8,15
Cneo AK release,0,-4,6,1,8,6,-4,3
LGR2 antag,-1,-30,10,5,18,·,14,-33
CASP6 VEID inh,-3,1,·,-3,·,·,-2,0
miR-122 sensor,-3,·,1,-3,3[16.7 µM],19,-2,0

[25] Cc1c(NC(=O)c2cnn3cccnc23)c(=O)n(-c2ccccc2)n1C
[26] CC(=O)Nc1nc(-c2ccc3c(c2)OCO3)cs1
[27] CCCC(=O)N1CCN(c2ccc(NC(=O)c3ccc([N+](=O)[O-])o3)cc2Cl)CC1
[28] Cc1c(Cl)c([N+](=O)[O-])nn1CC(=O)NCc1cccs1
[29] O=C(Oc1c(CN2CCOCC2)cc(Cl)c2cccnc12)c1ccccc1
[30] CN(CC(=O)Nc1ccc(F)cc1)C(=O)c1ccc2ccccc2n1
[31] O=C(NC1CCCC1)c1ccc(CSCc2ccccc2F)o1
[32] O=c1[nH]cnc(O)c1C(c1ccc([N+](=O)[O-])cc1)c1c(O)nc[nH]c1=O

Assay by compound,25,26,27,28,29,30,31,32
PAX8 inh HTS,·,-194,104*,31,41,0,·,0
FN deposition inh,·,-1,5,5,·,-2,2,-7
PGC1a acetyl inh,6,3,27,·,4,·,7,-2
EWS-Fli inh,5,-68,71*,12,31,0,·,9
Cneo AK release,·,·,·,0,·,-1,1,-3
LGR2 antag,4,-63,23,9,19,-8,-26,2
CASP6 VEID inh,7,-2,7,0,-1,-4,·,-1
miR-122 sensor,1,-5,·,8,2,27,0,0

# 13 structures from above, sorted by formula weight, smallest number first:
[19] COc1ccc(OC)c2c1nc1n2CCS1
[26] CC(=O)Nc1nc(-c2ccc3c(c2)OCO3)cs1
[28] Cc1c(Cl)c([N+](=O)[O-])nn1CC(=O)NCc1cccs1
[31] O=C(NC1CCCC1)c1ccc(CSCc2ccccc2F)o1
[22] O=C(NC1CCN(Cc2ccccc2)CC1)C12CC3CC(CC(C3)C1)C2
[32] O=c1[nH]cnc(O)c1C(c1ccc([N+](=O)[O-])cc1)c1c(O)nc[nH]c1=O
[20] Cc1ccc(CNCCCn2cnc(C(=O)Nc3ccc(C)c(C)c3)n2)o1
[18] COc1ccccc1CNC(=O)C[C@H]1CC[C@H](NC(=O)CN(C)C)[C@@H](CO)O1
[24] COc1ccc(S(=O)(=O)N2CCC(C(=O)Nc3c(F)cccc3F)CC2)cc1
[27] CCCC(=O)N1CCN(c2ccc(NC(=O)c3ccc([N+](=O)[O-])o3)cc2Cl)CC1

Assay by compound,19,26,28,31,22,32,20,18,24,27
PAX8 inh HTS,-6,-194,31,·,-11,0,4,-12,11,104*
FN deposition inh,1,-1,5,2,7,-7,-8,·,-1,5
PGC1a acetyl inh,·,3,·,7,2,-2,-2,-4,-18,27
EWS-Fli inh,·,-68,12,·,·,9,0,5,15,71*
Cneo AK release,6,·,0,1,6,-3,1,-4,3,·
LGR2 antag,10,-63,9,-26,·,2,5,-30,-33,23
CASP6 VEID inh,·,-2,0,·,·,-1,-3,1,0,7
miR-122 sensor,1,-5,8,0,19,0,-3,·,0,·

[23] CC(C)(C)OC(=O)N(Cc1ccccc1)Cc1ccccc1OCc1cccc(NC(=O)C2CCC2)c1
[17] C=CCn1c(SCC(=O)Nc2ncc(Cc3cc(C(F)(F)F)ccc3Cl)s2)nnc1-c1ccncc1
[21] Cc1ccc(S(=O)(=O)Nc2ccc3c(c2)CC(=O)N([C@@H](C)CO)C[C@H](C)[C@@H](CN(C)S(=O)(=O)c2ccccc2)O3)cc1

Assay by compound,23,17,21
PAX8 inh HTS,20,·,-3
FN deposition inh,6,·,0
PGC1a acetyl inh,-20,11,-17
EWS-Fli inh,8,·,-6
Cneo AK release,-4,0,8
LGR2 antag,14,-1,18
CASP6 VEID inh,-2,-3,·
miR-122 sensor,-2,-3,3[16.7 µM]

# (continued)
[33] CN(Cc1nccn1C)C(=O)CC1C(=O)NCCN1Cc1cccc(Oc2ccccc2)c1 (configuration not stated)
[34] Oc1ccc(/C=N/N(c2ccccc2)c2ccccc2)cc1O
[35] Cc1ccccc1NC(=O)c1cc(S(=O)(=O)N2CCCCC2)ccc1N1CCOCC1
[36] COc1c(F)c(F)c(C(=O)Nc2ccccc2N2CCN(C(C)=O)CC2)c(F)c1F
[37] Cc1cc(NC(=O)c2cncc(Br)c2)n(-c2ccccn2)n1
[38] CCO/C(C)=C1\N=C(c2ccc(Cl)cc2)OC1=O
[39] Cc1noc(C)c1S(=O)(=O)Nc1ccc2c(c1)C(=O)N([C@H](C)CO)C[C@H](C)[C@@H](CN(C)C(=O)c1ccccc1)OCCCC[C@@H](C)O2
[40] C[C@H](CO)N1C[C@H](C)[C@@H](CN(C)S(=O)(=O)c2ccc(Cl)cc2)Oc2ccc(NC(=O)Nc3ccccc3)cc2C1=O

Assay by compound,33,34,35,36,37,38,39,40
PAX8 inh HTS,11,17,-5,·,·,15,-17,2
FN deposition inh,-11,·,13,·,·,-1,4,·
PGC1a acetyl inh,·,-4,4,2,6,-37,-3,-3
EWS-Fli inh,8,·,-11,·,·,·,6,5
Cneo AK release,-2,-2,3,-2,4,0,39,1
LGR2 antag,2,-6,11,-5,-13,·,7,5
CASP6 VEID inh,-9,14,1,·,·,·,-2,-1
miR-122 sensor,·,-5,1,9,2,-1,27[16.7 µM],-8[16.7 µM]

[41] Cc1ccc(NC(=S)N2CCCCCC2)c(C)c1
[42] COc1ccc(-c2csc(NC(=O)CN3C(=O)C4CCCCC4C3=O)n2)cc1OC (configuration not stated)
[43] CCc1nnc(N2C(=O)c3ccc(Oc4ccc([N+](=O)[O-])cc4)cc3C2=O)s1
[44] COc1ccc(S(=O)(=O)Nc2cccc3c2O[C@@H](CN(C)S(=O)(=O)c2ccc(C)cc2)[C@@H](C)CN([C@@H](C)CO)C3=O)cc1
[45] C[N+]1=C2CCCCCN2C(O)(c2ccccc2)C1 (configuration not stated)
[46] COc1cc(C(=O)Nc2cccc(S(=O)(=O)N3CCCC3)c2)c([N+](=O)[O-])cc1OC
[47] O=C(c1cnccn1)N1CC(=O)N2[C@H](CO)[C@@H](c3ccc(C#CCC4CCCC4)cc3)[C@@H]2C1
[48] COc1cccc(CN2C[C@@H]3N[C@H](C2)C3c2ccc(-c3ccccc3F)cc2)c1 (some centres not stated)
[49] Cc1ccc(OCC(=O)NNC(=O)c2cc(S(=O)(=O)N(C)C)ccc2N2CCCC2)cc1
[50] O=C(N[C@@H]1CC[C@@H](CCn2cc(-c3ccc(F)cc3)nn2)O[C@H]1CO)c1cnccn1
[51] COc1ccc(OC)c(NC(=S)N2CCN(C/C=C/c3ccccc3)CC2)c1

Assay by compound,41,42,43,44,45,46,47,48,49,50,51
PAX8 inh HTS,-46,-6,-17,-3,·,7,-36,10&6,4,3,-9
FN deposition inh,1,-1,·,·,·,·,·,1&-5,-8,·,·
PGC1a acetyl inh,11,0,·,-1,·,-12,-28,-108&-36,·,-1,-8
EWS-Fli inh,·,9,9,-12,0,10,-8,11&4,-7,1,·
Cneo AK release,2,0,·,1,-1,0,·,·,0,-1,5
LGR2 antag,4,-3,12,-4,-7,0,-1,-14&-4,16,-4,·
CASP6 VEID inh,1,-1,4,·,-5,-27,-1,5&7,0,-2,·
miR-122 sensor,-5,-2,·,14[16.7 µM],-6,4,·,·,-8,·,-7

# Another view of 2 compounds above.
nr | mol | PAX8 inh HTS | FN deposition inh | PGC1a acetyl inh | EWS-Fli inh | Cneo AK release | LGR2 antag | CASP6 VEID inh | miR-122 sensor
18 | COc1ccccc1CNC(=O)C[C@H]1CC[C@H](NC(=O)CN(C)C)[C@@H](CO)O1 | -12 | · | -4 | 5 | -4 | -30 | 1 | ·
19 | COc1ccc(OC)c2c1nc1n2CCS1 | -6 | 1 | · | · | 6 | 10 | · | 1
